From PubChem BioAssay
FXN GAA850 act: frataxin GAA850 promoter activation. HEK293 lucGAA850 FXN promoter luciferase reporter, 24 h; percent of 10 µM SAHA response. activation, % at 6 µM. hit rate 0.56% among 360,000;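 active means activation above the average of all compounds screened plus 3 SD, cutoff fixed separately per campaign, cut at about 7.5% in these data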;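 further: 0% = DMSO wells and 100% = 10 µM SAHA wells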
sPLA2-III inh: Inhibits HGIII-sPLA2 liposome hydrolysis, primary screen | inhibition, % at 12.2 µM | hit rate 0.56% among 370,000 | Q9NZ20 | QFRET BODIPY PC-A2 liposome hydrolysis, fluorescence | AID 743126;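 active means inhibition above mean plus 3 SD of compounds lying within the high and low control bounds, cut at about 19% in these data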;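 further: 0% = median of test compound wells and 100% = no enzyme DMSO wells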
hcDAF12 agonist: activators of H. contortus DAF-12 nuclear receptor; hit rate 1.4% among 370,000; activation, % at 6.8 µM; HEK293 hcDAF-12 lit1-tk-luc reporter, luminescence; 0% DMSO, 100% Δ7-dafachronic acid;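 active means activation above the mean of all tested compounds plus 3 SD, cut at about 5.5% in these data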;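 further: 100% = response to 3 µM Δ7-dafachronic acid high control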
ADAM10 inh: inhibits human ADAM10 | O14672 | recombinant ADAM10, EDANS/DABCYL FRET peptide cleavage, 3 h | inhibition, % at 7 µM | hit rate 0.62% among 370,000;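 active means inhibition above a per-campaign cutoff equal to the mean of compounds falling between control-based bounds plus 3 SD, cut at about 20% in these data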;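 further: 0% = DMSO wells while the 100% control is not disclosed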
hgDAF-12 ag: activates the H. glycines DAF-12 receptor ligand-binding domain | hit rate 1.8% among 370,000 | activation, % at 6.8 µM | HEK293 GAL4-hgDAF12 UAS-luciferase reporter, agonist luminescence; normalized to butyrate control | AID 687014;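 active means activation above a cutoff set at the mean of all screened compounds plus 3 SD, cut at about 10% in these data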;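 further: 0% = DMSO wells and 100% = sodium butyrate wells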
PLCg1 inh: PLC-gamma1 (human) inhibition, primary screen. P19174. hit rate 0.84% among 370,000. purified PLC-gamma1, fluorogenic substrate, fluorescence. inhibition, % at 12.2 µM; in the data active means inhibition above about 9.5%
Target sequence (P19174 whole entry, looked up): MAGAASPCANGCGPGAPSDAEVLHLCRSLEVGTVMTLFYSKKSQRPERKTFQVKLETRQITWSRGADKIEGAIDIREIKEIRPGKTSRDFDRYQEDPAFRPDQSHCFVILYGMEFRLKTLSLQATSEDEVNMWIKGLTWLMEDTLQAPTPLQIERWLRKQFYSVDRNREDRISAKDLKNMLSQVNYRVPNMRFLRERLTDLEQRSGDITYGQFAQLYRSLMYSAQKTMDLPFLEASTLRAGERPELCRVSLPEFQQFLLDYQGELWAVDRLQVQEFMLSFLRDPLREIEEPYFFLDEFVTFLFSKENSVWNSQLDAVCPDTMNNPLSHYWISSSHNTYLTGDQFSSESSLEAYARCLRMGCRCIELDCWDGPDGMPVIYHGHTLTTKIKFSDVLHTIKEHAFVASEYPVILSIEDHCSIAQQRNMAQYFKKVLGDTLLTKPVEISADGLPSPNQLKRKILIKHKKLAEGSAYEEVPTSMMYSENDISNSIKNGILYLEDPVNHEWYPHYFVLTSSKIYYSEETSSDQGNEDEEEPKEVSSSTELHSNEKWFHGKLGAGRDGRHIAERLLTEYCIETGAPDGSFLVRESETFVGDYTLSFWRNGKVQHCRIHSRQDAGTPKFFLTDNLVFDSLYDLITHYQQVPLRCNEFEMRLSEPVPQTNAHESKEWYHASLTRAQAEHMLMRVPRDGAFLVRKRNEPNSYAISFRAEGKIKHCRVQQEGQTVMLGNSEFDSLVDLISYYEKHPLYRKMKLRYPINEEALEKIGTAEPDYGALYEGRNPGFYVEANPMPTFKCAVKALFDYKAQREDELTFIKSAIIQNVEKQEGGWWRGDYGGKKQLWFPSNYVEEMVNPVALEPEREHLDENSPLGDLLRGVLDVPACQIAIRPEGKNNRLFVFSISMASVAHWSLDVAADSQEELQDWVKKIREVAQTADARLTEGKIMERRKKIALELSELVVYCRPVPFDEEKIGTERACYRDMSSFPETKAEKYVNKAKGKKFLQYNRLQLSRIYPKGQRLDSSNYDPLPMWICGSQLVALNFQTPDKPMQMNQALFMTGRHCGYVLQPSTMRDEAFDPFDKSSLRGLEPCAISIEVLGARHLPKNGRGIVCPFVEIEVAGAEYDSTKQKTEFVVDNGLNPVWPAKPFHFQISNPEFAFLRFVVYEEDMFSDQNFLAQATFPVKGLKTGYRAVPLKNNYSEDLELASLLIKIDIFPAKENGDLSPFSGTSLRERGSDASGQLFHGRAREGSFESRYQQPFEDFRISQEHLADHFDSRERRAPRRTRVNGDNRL
PLC-beta3 inh: PLC-beta3 (human) inhibition, primary screen; hit rate 0.18% among 370,000; inhibition, % at 12.2 µM; Q01970; Purified PLC-beta3, fluorogenic substrate, fluorescence; AID 720704; in the data active means inhibition above about 11%;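 further: 0% = median of compound wells on plate and 100% = full blocker control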
DAX1 inh-1: NR0B1 (DAX1) inhibition. P51843. inhibition, % at 6.75 µM. AID 504766. HEK293 Gal4-DAX1 luciferase reporter, luminescence. hit rate 0.99% among 340,000;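 active means inhibition above the mean over all tested compounds plus 3 SD, cut at about 4.2% in these data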;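 further: 0% = DAX1-transfected cells with DMSO and 100% = empty-vector control cells with DMSO; inhibition shows as a rise in luminescence from relieved DAX1 repression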
ADAM17 inh: inhibitors of human ADAM17; P78536; recombinant ADAM17, EDANS/DABCYL FRET peptide cleavage; inhibition, % at 6.95 µM; hit rate 0.83% among 370,000;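 active means inhibition above the mean of compounds lying between control limits plus 3 SD, set per campaign, cut at about 8.5% in these data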;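 further: 0% = DMSO-only wells as the low control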
ssDAF-12 act: S. stercoralis DAF-12 activation, primary screen; HEK293 ssDAF-12/GRIP1 lit1-tk-luc reporter, luminescence; % of 3 µM dafachronic acid response; activation, % at 6.8 µM; hit rate 1% among 370,000;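 active means activation above the mean over all tested compounds plus 3 SD, cut at about 0.9% in these data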;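 further: 0% = DMSO-only wells and 100% = 3 µM delta7-dafachronic acid wells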
DAX1 inh-2: DAX1 (NR0B1) inhibition, primary screen | HEK293T StAR-luciferase reporter, SF-1/DAX-1 repression relief | inhibition, % at 6.8 µM | hit rate 1.1% among 370,000 | AID 652010;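 active means inhibition above the mean over all tested compounds plus 3 SD, cut at about 3.6% in these data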;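 further: 0% = DAX-1 cells with DMSO and 100% = cells lacking DAX-1 with DMSO; higher inhibition means more luminescence from relief of DAX-1 repression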
* hit, by the source's call; / = not tested or not shown.

SMILES	FXN GAA850 act	sPLA2-III inh	hcDAF12 agonist	ADAM10 inh	hgDAF-12 ag	PLCg1 inh	PLC-beta3 inh	DAX1 inh-1	ADAM17 inh	ssDAF-12 act	DAX1 inh-2
COCCOc1cc(-n2ccnc2SC)c(Cl)cc1Cl	1.6	-2	-2.3	4	-1.1	-9	-18	-0.5	-1	-0.5	0.5
Cc1ccc(-c2cc(C(=O)N3CCCc4ccccc43)c3ccccc3n2)cc1	2.1	-2	0.7	-2	1.0	1	1	-0.4	-4	-1.9	-0.6
NC1=NC(=O)/C(=C/c2ccccc2OCC(=O)Nc2ccc(F)cc2)S1	-1.3	-4	-1.8	-3	0.9	1	1	-2.1	-1	-0.5	-1.4
COc1ccc(C(=O)Nc2ccc3c(c2)OCCO3)c(OC)c1	4.4	1	5.7*	-13	22*	-2	0	1.7	-2	0.5	9.4*
CCOc1ccccc1NC(=O)COC(=O)CNS(=O)(=O)c1ccc(C)cc1	-0.6	7	-3.7	-4	-0.3	-1	-1	1.7	-1	0.1	0.2
O=C(c1cc(F)ccc1F)N1CCC(Oc2cccnc2)CC1	/	-6	-2.4	-2	-1.4	2	2	/	-1	-1.0	-0.7
CCc1ccccc1NC(=O)C1CCCN1S(=O)(=O)c1ccc(-c2ccc(=O)[nH]n2)s1 (centres undefined)	3.6	-12	-0.4	0	-0.6	-7	-12	-0.4	-4	-1.0	0.7
COc1ccccc1NC(=O)c1ccc(NC(=O)CSc2ncccn2)cc1	-0.2	7	-0.8	11	-0.1	2	-4	-0.1	-3	-1.1	0.5
COc1ccc2c(c1OC)C(=O)N(c1ccc(O)cc1)C2=O	0.5	1	0.1	4	0.3	-1	1	-0.8	2	-1.4	-0.8
C[C@@H]1ON(C)[C@H]2C[C@H]3c4cc(-c5cccc(F)c5)ccc4CCN3C(=O)[C@@H]12	-1.1	0	2.1	-88	-1.6	-28	-47	-0.4	-16	-0.9	-0.2

In a second layout: 2 of the compounds above.
SMILES,FXN GAA850 act,sPLA2-III inh,hcDAF12 agonist,ADAM10 inh,hgDAF-12 ag,PLCg1 inh,PLC-beta3 inh,DAX1 inh-1,ADAM17 inh,ssDAF-12 act,DAX1 inh-2
COc1ccccc1NC(=O)c1ccc(NC(=O)CSc2ncccn2)cc1,-0.2,7,-0.8,11,-0.1,2,-4,-0.1,-3,-1.1,0.5
COc1ccc2c(c1OC)C(=O)N(c1ccc(O)cc1)C2=O,0.5,1,0.1,4,0.3,-1,1,-0.8,2,-1.4,-0.8

(list continues)
SMILES	FXN GAA850 act	sPLA2-III inh	hcDAF12 agonist	ADAM10 inh	hgDAF-12 ag	PLCg1 inh	PLC-beta3 inh	DAX1 inh-1	ADAM17 inh	ssDAF-12 act	DAX1 inh-2
CN1CCN(CC(=O)N2c3ccccc3C(C)(c3ccc(Cl)cc3)CC2(C)C)CC1 (centres undefined)	-5.7	-11	-1.1	4	-0.7	1	0	-1.2	-3	-1.5	-0.1
Cc1ccc(SCCNC(=O)c2ccc(CN3CCOCC3)cc2)cc1	-0.4	7	-1.6	-12	-2.7	-2	0	-0.5	-4	-1.3	-0.9
O=Cc1ccc(OCc2cccc(C(F)(F)F)c2)cc1O	0.0	-12	-1.3	-13	3.4	-22	-25	7.2*	-4	-0.1	-1.1
COc1ccc(CN2CCN(C(=O)c3ccco3)CC2)c(OC)c1OC	-1.0	-8	-0.2	5	-1.7	3	-4	/	-2	-1.7	0.3
O=C(CCNS(=O)(=O)c1cccs1)N1CCCCCC1	5.1	12	4.7	-4	10	-5	1	2.2	-2	0.1	0.9
COc1ccc(NC(=O)COc2ccc(C)cc2)c([N+](=O)[O-])c1	/	-2	-0.4	-4	3.4	-4	6	/	2	-1.2	0.4
CCN(CC(=O)NCc1ccc(Cl)cc1)C(=O)CSc1ccccc1	-1.1	-1	-1.2	4	-2.2	2	1	0.3	0	-1.2	-0.9
COc1cc2[nH]c(C(=O)NCc3ccccc3)cc2c(OC)c1OC	1.9	-4	-2.3	-95	-4.8	-119	-174	0.8	-40	-1.1	-0.2
O=C(O)CNCC1COc2ccccc2O1 (centres undefined)	-1.8	4	-0.4	3	-0.4	-1	6	1.2	-1	-1.2	-0.3
O=C(NCCN1CCOCC1)c1cccc(S(=O)(=O)N2CCCCC2)c1	0.1	3	-0.5	-9	1.1	0	-2	1.0	-1	-1.2	-1.1
COC(=O)[C@]12C[C@H](CC(=O)N3CCN(C(=O)C4CC4)CC3)C(=O)N(Cc3ccc4c(c3)OCO4)C1=C[C@H](C(C)C)O[C@@H]2C1CC1	/	-7	-2.7	4	-2.8	1	1	/	-1	-0.9	1.1
C=CCn1c(=S)sc2c(=O)[nH]c(C)nc21	0.9	2	-0.6	3	-0.6	0	-6	/	-1	-1.3	0.1
CC(C)(C)NC(=O)Cn1c(=O)n(CC(=O)NC(C)(C)C)c2ccccc21	2.5	-6	-0.6	0	-2.0	3	4	0.5	2	-1.1	0.1
O=C(CSc1nc(=O)[nH]c2c1CCCC2)Nc1cc(C(F)(F)F)cc(C(F)(F)F)c1	1.2	-3	-1.0	-4	4.1	-1	-6	1.6	0	-1.3	-0.7
CC(=O)N1CCCc2cc(S(=O)(=O)N3CCCC(C(=O)Nc4cccc(C)c4)C3)ccc21 (centres undefined)	-1.5	-3	-3.8	5	-1.6	0	-13	0.1	0	-1.2	-0.1
COc1ccccc1NC(=O)c1ccc(C(=O)Nc2ccccc2OC)nc1	0.4	1	-0.3	3	0.3	2	-3	1.1	2	-0.9	0.1
O=C1OC(c2ccccc2)=C/C1=C/N1CCOCC1	1.8	3	-1.0	-1	-0.7	-5	-9	-0.1	-1	-0.5	0.1
Cc1cccnc1NC(=O)C(c1ccccc1)c1ccccc1	-2.1	0	-0.5	-2	2.8	2	-1	-0.2	1	-1.5	0.4
CC(C)Nc1c([N+](=O)[O-])c(=O)oc2ccccc12	0.1	12	-1.1	-6	-1.0	3	0	-1.4	-4	-0.9	-0.2
C/C(=N\NC(=O)C1CC1c1ccccc1)c1cccc([N+](=O)[O-])c1 (centres undefined)	4.7	-1	-1.2	18	0.9	6	4	0.7	5	-1.2	-0.5
O=C1C2CCCN2C(=S)N1C1CCCCC1 (centres undefined)	2.2	-53	0.3	-8	2.3	-1	-8	0.9	-5	-0.3	0.1
CC1=C(C(=O)N2CCOCC2)CC(CC(=O)NCc2cccc3ccccc23)C(=O)N1Cc1ccc(C(C)(C)C)cc1 (centres undefined)	/	-23	-1.8	3	-4.0	3	6	/	9.0*	-1.0	-0.8
CC(C)OC(=O)CSc1nnnn1-c1ccc2c(c1)OCCO2	1.8	5	-0.7	-2	2.0	-3	0	0.9	-3	-0.8	0.2
CCC(=O)Nc1nonc1-c1nc2ccccc2n1Cc1cccc2ccccc12	-3.8	-4	1.1	-1	-1.4	-5	-9	-2.0	-2	-0.3	-1.1
S=C(NCCCN1CCOCC1)N1CCN(c2nc(-c3ccccc3)cs2)CC1	0.6	3	-2.9	4	-3.5	0	-4	-1.1	-4	-2.3	-2.5
CC1CC(C)CN(C(=O)COC(=O)c2ccc3ccccc3n2)C1 (centres undefined)	1.1	-6	1.4	-10	0.7	-2	-3	0.8	1	-0.3	-0.2
Cc1cc(C)n(-c2nc3ccccc3nc2Nc2ccc3c(c2)OCO3)n1	3.5	1	-0.8	-19	-0.8	-8	-12	0.8	-2	-1.8	0.0
COc1ccc(CCNC(=O)C2(C)CCC(=O)N2Cc2ccc(C)cc2)cc1OC (centres undefined)	1.7	5	0.3	-4	3.5	-1	-3	-0.3	-4	-1.0	-0.2
CN1CCN(c2ccc(CNC(=O)c3cc4ccccc4o3)cc2)CC1	1.8	13	-1.4	2	1.3	-1	2	0.6	-8	-1.0	-0.5
CSc1ncccc1C(=O)Nc1ccncc1	0.3	9	-1.0	2	-2.1	-1	-11	2.4	-3	-1.4	-0.4
C[C@@H]1CN([C@@H](C)CO)C(=O)c2cc(Br)cnc2O[C@H]1CN(C)S(=O)(=O)c1cccs1	3.0	1	-0.6	-14	-1.1	-1	-3	1.6	-6	-1.3	-0.9
Cc1ccc(C)n1Cc1ccccc1Cl	-1.0	-1	-1.3	-10	-1.2	1	-6	1.2	-8	-0.3	-0.7
O=C(O)c1ccccc1C(=O)c1cccc2c(Br)cccc12	-2.1	-8	-1.7	2	-0.3	0	0	0.8	-1	-0.7	0.6
COc1ccc(-c2cc3c(=O)n(CC(=O)NCc4cccnc4)ncn3n2)cc1	2.8	5	6.1*	-21	11*	-21	-27	-1.1	-9	0.1	3.8*
Cc1cc(C)cc(NC(=O)C2(c3cccs3)CCOCC2)c1	3.4	-1	4.7	1	1.0	9.8*	3	0.3	0	-0.9	0.8
NC(=O)c1ccccc1NC(=O)Cc1cccs1	-0.2	3	0.3	-18	-1.7	-3	-3	3.2	-5	-1.2	0.0
CCOC(=O)Cn1c(=O)oc2cc(S(=O)(=O)NCCc3ccc(OCC)c(OCC)c3)ccc21	0.5	-4	-1.3	8	-0.8	3	4	-0.8	0	-1.6	-0.3
C/C(N)=C(/C#N)C(=O)CSc1nnc(COc2cc(C)ccc2C)o1	-0.8	-30	-2.0	-2	-2.4	0	3	0.2	0	-1.4	0.0
Cc1cc(C)c(S(=O)(=O)c2ccccc2)c(OC(=O)c2c(Cl)cccc2Cl)n1	-1.2	1	-0.8	0	-0.6	1	0	-0.8	-4	-1.2	0.1
CC(=O)Nc1ccccc1C(=O)N1CC2(C)CC1CC(C)(C)C2 (centres undefined)	-1.3	6	-0.5	-2	0.0	-1	-1	-1.2	-4	-1.4	0.5
c1ccc(Sc2ccccc2CN2CCCC2)cc1	-1.3	2	-0.8	0	-3.1	1	2	/	-3	-2.0	-0.2
Cc1nc([N+](=O)[O-])nn1C12CC3CC(CC(Br)(C3)C1)C2	-0.6	2	-0.4	4	-2.9	4	2	-0.7	3	-0.6	0.4
COc1ccc(-c2nn(C)c(=O)c3ccccc23)cc1NC(=O)COc1ccc(C)cc1	-1.5	3	-1.4	2	-2.0	0	-1	0.4	3	-1.7	-0.5
CCOC(=O)c1ccc(NC(=S)N2CCCC2)cc1	1.6	11	0.6	7	2.8	6	-2	-1.2	-1	-0.9	-0.2
Cc1ccc(CCN2CC(C(=O)NCc3cccnc3)CC2=O)cc1 (centres undefined)	0.3	5	-1.4	13	-0.3	12*	7	1.4	2	-1.7	-0.1
CCOc1ccc(CCNC(=O)CCCn2c(=O)c3cccn3c3cccnc32)cc1OCC	2.6	12	2.7	-4	3.1	9	-8	1.2	-1	-0.9	-0.2
O=C(CN1C(=O)c2ccccc2C1=O)Nc1nccs1	0.7	6	-1.5	-6	0.4	0	-5	1.4	-3	0.1	0.3
O=S(=O)(c1cccc2ccccc12)N1CCC2CC1c1cc(-c3ccc(F)cc3)ccc12 (centres undefined)	1.6	-5	-1.6	-7	-1.7	-1	2	-0.4	-5	-1.1	-0.8
NC(=O)C1CCN(C(=O)CSc2ccsc2[N+](=O)[O-])CC1	-1.1	10	-0.8	-16	-3.8	-1	-1	2.8	0	-1.7	0.3
CC(C(=O)N1c2ccc(F)cc2CCC1C)N1C(=O)c2ccccc2C1=O (centres undefined)	-1.0	-2	-0.8	1	-2.2	1	4	-0.5	-5	-1.0	-0.4

Outcome played no part in choosing rows; about 6.9% have a hit in one of these screens.
